LGR2 inh – Drosophila LGR2 receptor signaling inhibition | actives 0.35% (n = 380,000) | HEK293 LGR2, CRE-luciferase, bursicon-stimulated, 4 h | AID 720647 | inhibition, % at 9.99 µM;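 active = drop in luminescence signal, shown as inhibition above about 50% in the replicate tests, limit read from the data, passing the limit was not always enough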;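 note: agonist challenge used bursicon conditioned medium at about half maximal strength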
PAX8 reporter – inhibitors of PAX8 transcriptional activity in RMG-I cells; inhibition, % at 12.6 µM; RMG-I TPO-luciferase reporter, SteadyGlo, 24 h; actives 1.2% (n = 360,000);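 active = mean replicate inhibition at least 60% with every replicate also reaching 60%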;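 note: luciferase light reporting Pax8 driven TPO promoter activity; plate controls were median of neutral control wells for no effect and mitoxantrone controls for full effect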
PGC1a acetyl inh – lowers PGC1a acetylation signal in U2OS cells; AlphaScreen anti-acetyl-lysine; with virally co-expressed GCN5 acetyltransferase; inhibition, % at 15.6 µM; actives 0.17% (n = 350,000); AID 651687;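 active = every replicate shows inhibition of at least 40%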;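 note: 0% = neutral control wells and 100% = positive control wells; some results beyond the cut were filed as inactive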
PglD inh – blocks C. jejuni PglD acetyltransferase activity | purified PglD enzyme, DTNB colorimetric CoA detection | inhibition, % at 12.5 µM | actives 0.098% (n = 360,000) | AID 602405; in the data active = inhibition above about 16%, passing the limit was not always enough; note: strong numbers were not always called active
FN deposit inh – fibronectin deposition inhibition; inhibition, % at 12.6 µM; AID 743247; AH1F fibroblasts, Alexa488-fibronectin deposition fluorescence, overnight; actives 0.086% (n = 350,000);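 active = mean inhibition across replicates of 30% or more, regardless of how many single replicates reach that level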;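 note: positive control wells lacked labelled fibronectin entirely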
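Assay system: AH1F fibroblast monolayer, labelled fibronectin deposition. Amount: 10000 cells per well. Also added: labelled fibronectin 24 nM. Compound: single-point pinned compound. Incubation: cell attachment 1 h, compound and FN exposure overnight. Detection: fluorescence after three HBSS washes, excitation 485 nm, emission 525 nm. Read-out: inhibition of fibronectin deposition signal.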
ERAP1 HTS inh – blocks human ERAP1 aminopeptidase activity; Q9NZ08; inhibition, % at 10.7 µM; actives 0.15% (n = 340,000); AID 652197; recombinant ERAP1, Leu-AMC fluorescence, 60 min;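 active = mean replicate inhibition of at least 30%, or all replicates individually reaching that 30% level; inactive = mean below 30% and not every replicate reaching it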;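 note: 0% = neutral control wells and 100% = L-leucinethiol positive control wells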
Target sequence (Q9NZ08 whole entry, looked up): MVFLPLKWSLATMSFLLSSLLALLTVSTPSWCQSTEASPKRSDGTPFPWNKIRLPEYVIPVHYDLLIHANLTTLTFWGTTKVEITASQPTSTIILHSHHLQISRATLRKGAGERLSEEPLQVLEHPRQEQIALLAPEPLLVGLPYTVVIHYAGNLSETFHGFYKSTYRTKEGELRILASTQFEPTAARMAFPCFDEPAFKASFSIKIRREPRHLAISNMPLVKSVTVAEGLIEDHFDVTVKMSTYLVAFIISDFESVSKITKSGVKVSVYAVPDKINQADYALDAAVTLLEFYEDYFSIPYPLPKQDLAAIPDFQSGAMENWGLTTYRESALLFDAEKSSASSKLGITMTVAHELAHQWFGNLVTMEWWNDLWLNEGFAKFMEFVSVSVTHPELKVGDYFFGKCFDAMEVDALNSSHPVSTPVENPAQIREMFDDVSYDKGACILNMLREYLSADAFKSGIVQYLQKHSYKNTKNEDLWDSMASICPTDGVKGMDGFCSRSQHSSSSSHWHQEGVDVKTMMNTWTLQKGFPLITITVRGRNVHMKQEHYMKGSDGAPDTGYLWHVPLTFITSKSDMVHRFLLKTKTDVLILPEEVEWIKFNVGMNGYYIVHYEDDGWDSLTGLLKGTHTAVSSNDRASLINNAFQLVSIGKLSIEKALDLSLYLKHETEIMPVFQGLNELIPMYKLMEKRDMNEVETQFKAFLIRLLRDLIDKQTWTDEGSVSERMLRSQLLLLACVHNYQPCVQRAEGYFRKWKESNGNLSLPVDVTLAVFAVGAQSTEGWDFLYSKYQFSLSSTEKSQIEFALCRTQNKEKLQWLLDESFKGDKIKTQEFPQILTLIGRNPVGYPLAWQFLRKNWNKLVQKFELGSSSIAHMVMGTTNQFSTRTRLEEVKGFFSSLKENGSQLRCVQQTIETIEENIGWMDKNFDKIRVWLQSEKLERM
EWS-Fli block – blocks EWS/Fli oncoprotein-driven transcription | actives 0.67% (n = 350,000) | inhibition, % at 12.6 µM | A673 NR0B1-luciferase reporter, viability-normalised | AID 651661;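 active = mean inhibition of at least 50% after viability correction, with every replicate also passing that limit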;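 note: firefly luciferase signal divided by Alamar Blue viability fluorescence both relative to DMSO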
S100A4 MyoIIA – blocks human S100A4 binding to myosin IIA peptide | P26447 | S100A4/TAMRA-MyoIIA peptide fluorescence polarization | inhibition, % at 10.7 µM | actives 0.14% (n = 360,000) | AID 652163;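 active = mean inhibition of at least 70% across replicates, with every replicate also reaching that level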
Target sequence (P26447 whole entry, looked up): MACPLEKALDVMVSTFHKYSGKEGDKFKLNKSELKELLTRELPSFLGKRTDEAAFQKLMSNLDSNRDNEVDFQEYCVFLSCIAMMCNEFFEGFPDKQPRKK
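Test system: S100A4 monomer protein; Medium: HEPES pH 7.2 with CaCl2, KCl, NaCl, DTT, Triton; Probe or stimulus: TAMRA-labelled myosin IIA heavy-chain peptide probe, 5 nM; Doses: one dose per compound; Times: polarization read 5 min after assay mix addition, stable 5–60 min; Benchmarks: neutral control DMSO, positive control TFP.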
Active calls of the source: *; nt = no result given. Hits appear at their usual frequency, and some 2.1% of all compounds hit somewhere here.

SMILES | LGR2 inh | PAX8 reporter | PGC1a acetyl inh | PglD inh | FN deposit inh | ERAP1 HTS inh | EWS-Fli block | S100A4 MyoIIA
COc1ccc(NC(=S)N(CCO)Cc2cc3c(C)cc(C)cc3[nH]c2=O)cc1 | -9 | 6 | -9 | nt | -6 | 2 | -6 | 0
CC(OC(=O)COc1ccc(C#N)cc1)C(=O)c1ccccc1 (centres undefined) | -6 | -10 | 4 | -1 | -2 | 3 | -8 | 2
C[C@H](NC(=O)[C@@H]1N[C@@H]2c3ccc(C4=CCCCC4)c(=O)n3C[C@@H]2[C@H]1CO)c1ccccc1 | 3 | nt | nt | 0 | nt | 1 | 2 | 1
O=C(OCC(=O)N1CCOCC1)c1ccc(N2CCOCC2)c([N+](=O)[O-])c1 | 1 | -6 | 1 | nt | -2 | -4 | -4 | 5
O=C(Oc1cccc([N+](=O)[O-])c1)N1CCCCC1 | 5 | 2 | nt | nt | 0 | 2 | -4 | -12
Cc1ccc(S(=O)(=O)N(C)C[C@@H]2Oc3ccc(NC(=O)Cc4cn(C)c5ccccc45)cc3C(=O)N([C@@H](C)CO)C[C@H]2C)cc1 | -20 | 35 | -5 | -1 | nt | -1 | 8 | -9
Cc1ccc(-n2c(C)cc(C(=O)OCC(=O)N3CCOCC3)c2C)cc1 | -15 | 25 | 1 | 9 | -3 | -1 | -5 | -1
O=C(NN=Cc1cc([N+](=O)[O-])ccc1O)c1cccc2ccccc12 | 23 | 24 | nt | nt | nt | -1 | 17 | 4
CCN1CCCC1CNCc1cc(OC)c(OC)c(OC)c1 (centres undefined) | 2 | nt | 21 | 1 | nt | 1 | 3 | 4
NCC12CC3CC(CC(O)(C3)C1)C2 | 2 | nt | 3 | 1 | nt | 1 | 7 | 4
CCCCC(=O)N1C/C=C\[C@H](c2ccc(OC)cc2)N(Cc2ccc(F)cc2)C(=O)[C@@H]1C | -10 | 2 | -3 | 2 | 1 | 1 | 7 | 0
COc1cccc(CNC(=O)C[C@@H]2CC[C@@H]3[C@H](COc4ccc(NC(=O)c5cccs5)cc4C(=O)N3C)O2)c1 | 14 | 2 | 5 | 6 | -8 | 2 | 4 | -3
COc1ccc(Nc2cc(Cl)ccc2C(=O)O)cn1 | -7 | 14 | -9 | -6 | 3 | -2 | 2 | -4
CCCNC(=O)C[C@H]1CC[C@H]2[C@@H](COc3ccc(NC(=O)Nc4cccc(C)c4)cc3C(=O)N2C)O1 | 7 | 38 | 0 | -2 | 10 | -1 | -12 | 0
C[C@@H](NC(=O)C[C@H]1C[C@H]2c3cc(NC(=O)NC4CCCC4)ccc3O[C@H]2[C@H](CO)O1)c1ccccc1 | 2 | 8 | 8 | 2 | -3 | -3 | 2 | 1

Compounds listed so far with a halogen, in the order listed:
SMILES | LGR2 inh | PAX8 reporter | PGC1a acetyl inh | PglD inh | FN deposit inh | ERAP1 HTS inh | EWS-Fli block | S100A4 MyoIIA
CCCCC(=O)N1C/C=C\[C@H](c2ccc(OC)cc2)N(Cc2ccc(F)cc2)C(=O)[C@@H]1C | -10 | 2 | -3 | 2 | 1 | 1 | 7 | 0
COc1ccc(Nc2cc(Cl)ccc2C(=O)O)cn1 | -7 | 14 | -9 | -6 | 3 | -2 | 2 | -4

6 entries picked at random from those above:
SMILES | LGR2 inh | PAX8 reporter | PGC1a acetyl inh | PglD inh | FN deposit inh | ERAP1 HTS inh | EWS-Fli block | S100A4 MyoIIA
Cc1ccc(S(=O)(=O)N(C)C[C@@H]2Oc3ccc(NC(=O)Cc4cn(C)c5ccccc45)cc3C(=O)N([C@@H](C)CO)C[C@H]2C)cc1 | -20 | 35 | -5 | -1 | nt | -1 | 8 | -9
COc1cccc(CNC(=O)C[C@@H]2CC[C@@H]3[C@H](COc4ccc(NC(=O)c5cccs5)cc4C(=O)N3C)O2)c1 | 14 | 2 | 5 | 6 | -8 | 2 | 4 | -3
O=C(Oc1cccc([N+](=O)[O-])c1)N1CCCCC1 | 5 | 2 | nt | nt | 0 | 2 | -4 | -12
O=C(OCC(=O)N1CCOCC1)c1ccc(N2CCOCC2)c([N+](=O)[O-])c1 | 1 | -6 | 1 | nt | -2 | -4 | -4 | 5
COc1ccc(Nc2cc(Cl)ccc2C(=O)O)cn1 | -7 | 14 | -9 | -6 | 3 | -2 | 2 | -4
CCN1CCCC1CNCc1cc(OC)c(OC)c(OC)c1 (centres undefined) | 2 | nt | 21 | 1 | nt | 1 | 3 | 4

Carrying on.
SMILES | LGR2 inh | PAX8 reporter | PGC1a acetyl inh | PglD inh | FN deposit inh | ERAP1 HTS inh | EWS-Fli block | S100A4 MyoIIA
CS(=O)(=O)Nc1ccc2c(c1)[C@H]1C[C@H](CC(=O)NCc3ccccc3F)O[C@H](CO)[C@H]1O2 | 16 | nt | 0 | 1 | -1 | 0 | 3 | 1
COc1ccc(C2/C=C\CN(Cc3ccco3)CC(=O)N2Cc2ccc(F)cc2)cc1 (centres undefined) | 0 | 26 | 1 | -2 | -5 | 0 | -14 | -27
C[C@@H]1CN([C@H](C)CO)C(=O)c2cc(NC(=O)CCN3CCOCC3)ccc2O[C@H]1CN(C)Cc1ccc(Oc2ccccc2)cc1 | 5 | nt | 19 | 4 | 17 | 6 | -5 | 7
O=[N+]([O-])c1ccc(N/N=C/c2cccc(O)c2)cc1 | -125 | -102 | nt | 10 | -9 | -1 | -128 | -3
COc1cc(CCC(=O)OCC(=O)Nc2sccc2C(N)=O)cc(OC)c1OC | -3 | 15 | 0 | -1 | -2 | 3 | 3 | -1
COCC(=O)N1CC2(C1)[C@H](c1ccccc1)[C@@H](CO)N2C(=O)c1cccnc1 | -5 | 1 | 11 | nt | nt | 1 | 5 | -5
COC(=O)c1cc2c(c3c4cc(C)ccc4n(S(=O)(=O)c4ccccc4)c13)C(=O)N(Cc1ccc(C(F)(F)F)cc1)C2 | -15 | 8 | nt | nt | -3 | 0 | 5 | -2
O=C(N/N=C/c1c[nH]c2ccccc12)c1cc(-c2ccc3ccccc3c2)n[nH]1 | -72 | -15 | nt | nt | 10 | 2 | 4 | 3
CC[C@H]1OC(=O)[C@H](C)[C@@H](O[C@H]2C[C@@](C)(OC)[C@@H](O)[C@H](C)O2)[C@H](C)[C@@H](O[C@@H]2O[C@H](C)C[C@H](N(C)C)[C@H]2O)[C@](C)(O)C[C@@H](C)C(=NOCOCCOC)[C@H](C)[C@@H](O)[C@]1(C)O | 11 | 18 | -2 | -4 | -3 | -4 | -1 | -3
O=C(c1ccccc1)N1CCCC(c2ccc(Cl)cc2)=N1 | 7 | nt | nt | nt | nt | -1 | -8 | 4
Cc1[nH][nH]c(=O)c1C(c1ccc(Br)cc1)c1c(C)[nH][nH]c1=O | -2 | 4 | 3 | 1 | 6 | -2 | 12 | -5
CNC(=S)N1N=C(c2cccs2)CC1c1ccc(F)cc1 (centres undefined) | 0 | -12 | -9 | -1 | -2 | 1 | 11 | -1
Cc1noc(C)c1NC(=O)Nc1cccc2c1O[C@H](CN(C)C)[C@H](C)CN([C@H](C)CO)C2=O | -10 | 2 | -1 | 9 | nt | -1 | -1 | 8
Cc1ccc(CNC(=O)c2nnc(CS(=O)(=O)c3ccccc3)o2)cc1 | -13 | -2 | -4 | 7 | 5 | 5 | -2 | -1
C[C@@H]1CN([C@@H](C)CO)C(=O)Cc2cc(NC(=O)Cc3cn(C)c4ccccc34)ccc2O[C@H]1CN(C)C(=O)Nc1ccc(F)cc1 | -2 | nt | -13 | nt | nt | 0 | -10 | -9
N#C[C@H]1[C@@H](c2ccccc2C2=CCCC2)[C@@H](CO)N1C(=O)C1CC1 | 3 | 3 | -13 | nt | -7 | 1 | 4 | 4
CCC(=O)c1ccc(OCC(=O)OCC(=O)NC2CCCCCCC2)cc1 | 2 | 13 | 12 | -8 | nt | -1 | nt | -1
COC(=O)c1cccc(NC(=O)CCN2C(=O)NC(C)(C)C2=O)c1 | 2 | -11 | -1 | 1 | 5 | -3 | -2 | 0
CCc1nnc(NS(=O)(=O)c2ccc(NC(=O)COc3ccc4ccccc4c3)cc2)s1 | -18 | -6 | nt | nt | -6 | 5 | 11 | 4
C[C@H]1CN([C@@H](C)CO)C(=O)c2ccccc2-c2ccccc2CO[C@@H]1CN(C)S(=O)(=O)c1ccc(F)cc1 | 22 | nt | 8 | -2 | 6 | 2 | -11 | -2
CCOC(=O)/C(C(N)=NCC(C)C)=C(/O)c1ccccc1 | nt | -13 | -10 | -2 | -1 | nt | nt | nt
COc1ccc(OC)c(S(=O)(=O)n2ccnc2C)c1 | nt | -29 | 12 | 4 | -1 | nt | nt | nt
Cc1nnc(NC(=O)CSCc2c(C)noc2C)s1 | 20 | 0 | 1 | 0 | -1 | 0 | -2 | -3
C[C@H](NC(=O)c1ncn2c1C(=O)NC[C@@H]2C)C(=O)OC(C)(C)C | 0 | -3 | 0 | nt | -6 | -5 | -14 | 5
O=C(C1CCN(c2nc(-c3ccccc3)nc3c2CCC3)CC1)N1CCC(O)CC1 | -11 | 1 | nt | 0 | -3 | 0 | -5 | 3
COc1ccc(NC(=O)C2CCN(S(=O)(=O)c3ccc(OC)c(OC)c3)CC2)c(OC)c1 | nt | -5 | 2 | 5 | 6 | nt | nt | nt
COc1ccccc1CN1C[C@@H]2C[C@@H](C3=Cc4cc(Cl)ccc4OC3)N3CCC[C@@]23C1=O | -25 | 12 | nt | nt | -5 | 1 | 15 | 4
Cc1ccccc1-n1nnnc1SC1CCOC1=O (centres undefined) | nt | 2 | 5 | -4 | 4 | nt | nt | nt
COc1ccc(S(=O)(=O)c2ccc(OCC3CO3)cc2)cc1 (centres undefined) | -3 | -15 | nt | -1 | 10 | -4 | -1 | -9
CCCCCCCCNc1ccccc1S(=O)(=O)NCc1ccccc1 | 4 | 6 | -14 | 3 | nt | 0 | 6 | -2
CNc1ccc(/C=C(\C#N)c2ccccn2)cc1[N+](=O)[O-] | -20 | -110 | 6 | -1 | 8 | -2 | -112 | -19
C[C@@H]1CN([C@@H](C)CO)C(=O)c2cc(C#Cc3ccccc3F)cnc2O[C@@H]1CN(C)C(=O)Cc1ccccc1 | -13 | nt | 20 | -2 | 5 | 2 | 5 | -21
C[C@@H]1CCCCO[C@@H](CN(C)C(=O)c2ccccc2)[C@H](C)CN([C@H](C)CO)C(=O)c2cc(NC(=O)C3CCCCC3)ccc2O1 | -17 | -10 | 14 | 2 | nt | 0 | -4 | -4
CN(C)C(=O)c1ccc(-c2ccc3c(c2)[C@H]2[C@H](CCN2C(=O)C2CC2)[C@@H](CO)N3C)cc1 | 3 | 9 | 8 | 0 | -6 | 0 | -13 | -2
CCOC(=O)c1c(C)n(-c2ccccc2)c2ccc(O)cc12 | -24 | 15 | 1 | 0 | 0 | -3 | 10 | -1

Compound activity: PubChem BioAssay, Broad Institute
